# Source: PubChem BioAssay (National Center for Advancing Translational Sciences (NCATS))
# AmpC detergent = AmpC beta-lactamase inhibition with detergent present; P00811; AmpC hydrolysis of nitrocefin, absorbance 480 nm, 0.01% Triton; Potency, µM (top dose mostly 114 µM), inactives show top-dose activity change, negative = inhibition, usual class: inhibitors; 370,000 compounds, 0.041% hits;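 note: potency is the fitted concentration of half-maximal effect; 0% = no-compound wells and -100% = no-enzyme wells; nearly all actives have a fitted effect of over 25% in size; some results filed as inactive show a strong effect at the top dose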
# Target sequence (P00811 whole entry, looked up): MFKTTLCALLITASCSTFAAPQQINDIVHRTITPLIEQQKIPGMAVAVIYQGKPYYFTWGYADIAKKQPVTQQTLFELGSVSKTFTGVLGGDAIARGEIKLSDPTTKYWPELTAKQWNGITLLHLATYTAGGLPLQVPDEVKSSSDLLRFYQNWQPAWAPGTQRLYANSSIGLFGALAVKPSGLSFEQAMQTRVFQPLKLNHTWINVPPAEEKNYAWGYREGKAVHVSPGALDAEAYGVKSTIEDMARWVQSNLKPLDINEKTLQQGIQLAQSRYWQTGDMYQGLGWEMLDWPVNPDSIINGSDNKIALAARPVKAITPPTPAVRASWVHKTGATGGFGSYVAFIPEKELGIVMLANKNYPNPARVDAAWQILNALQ
#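 20 mM phosphate pH 7.0 + 0.01% (detergent screen) or 0.0001% Triton X-100; 5.3 nM AmpC reagent; cpd preinc 15 min RT; nitrocefin (800 uM stock) to start; A480 q20 s × 4 min; Activity was normalised to no-enzyme and no-compound control wells.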
# LmPK inhibitor = blocks Leishmania mexicana pyruvate kinase activity; Q27686; purified LmPK, Kinase-Glo ATP luminescence, 1 h; Potency, µM (doses to about 57.5 µM), without a hit: at the highest dose activity change, negative = inhibition, actives largely listed as inhibitors; 290,000 compounds, 0.37% hits; AID 1721; note: potency is the fitted concentration of half-maximal effect
# Target sequence (Q27686 whole entry, looked up): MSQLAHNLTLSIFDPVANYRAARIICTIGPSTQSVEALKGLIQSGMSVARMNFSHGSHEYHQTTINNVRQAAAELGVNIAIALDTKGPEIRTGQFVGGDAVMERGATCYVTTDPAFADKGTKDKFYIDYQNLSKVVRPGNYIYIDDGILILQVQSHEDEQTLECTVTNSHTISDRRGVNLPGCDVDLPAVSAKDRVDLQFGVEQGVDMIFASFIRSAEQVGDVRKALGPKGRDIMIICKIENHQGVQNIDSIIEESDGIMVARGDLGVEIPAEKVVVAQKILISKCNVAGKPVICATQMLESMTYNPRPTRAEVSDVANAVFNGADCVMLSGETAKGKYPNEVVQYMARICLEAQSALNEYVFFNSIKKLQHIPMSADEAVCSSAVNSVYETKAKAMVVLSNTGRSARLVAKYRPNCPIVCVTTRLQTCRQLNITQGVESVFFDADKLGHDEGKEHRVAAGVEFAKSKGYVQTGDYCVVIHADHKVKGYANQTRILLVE
#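 qHTS format; LmPK 0.1 nM; substrates PEP 0.5 mM and ADP 0.1 mM. One-hour room-temperature incubation, then coupled luciferase luminescence; 0.5 nM enzyme wells mark activation.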
# HCMV inh = human cytomegalovirus inhibition; AID 1259415; 410,000 compounds, 4.5% hits; HFF cells, HCMV-luciferase reporter, 72 h; stronger effect = lower value; activity change, negative = inhibition, % at 57.5 µM; in the data active = activity change below about -60%; inconclusive = no clear call, values can overlap the other calls; inactive = above about -39%
#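 Inhibition of viral replication was scored as loss of reporter luminescence in HFFs infected with HCMV-luciferase (MOI 1 PFU/cell) for 72 h; compounds tested at 2 doses, normalized to buffer and Salinomycin controls.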
# AMA1-RON2 inh = AMA1-RON2 (P. falciparum) interaction inhibition | AlphaScreen AMA1-biotinylated RON2 peptide binding | Potency, µM (doses to about 58.2 µM), without a hit: at the top dose activity change, negative = inhibition, usual class: inhibitors | 360,000 compounds, 0.2% hits;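 note: potency is the fitted concentration of half-maximal effect; 0% = vehicle wells and -100% = peptide control; nearly all actives have a fitted effect of over 45% in size; some results filed as inactive show a strong effect at the top dose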
#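 AMA1 (3D7) with his tag at 25 nM final met compounds first, then biotinylated RON2 peptide at 25 nM; detection used donor plus acceptor beads, 10 µg/mL apiece, read by AlphaScreen after 30 min at room temperature.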
# AmpC no deterg = inhibitors of E. coli AmpC beta-lactamase without detergent; Potency, µM (highest dose often 57.1 µM), for the others: top-dose activity change, negative = inhibition, actives largely listed as inhibitors; 330,000 compounds, 0.52% hits; AmpC nitrocefin hydrolysis, absorbance 480 nm, 0.0001% Triton;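 note: potency is the fitted concentration of half-maximal effect; plate controls were no compound for no effect and no enzyme for full effect; nearly all actives have a fitted effect of over 20% in size; some results filed as inactive show a strong effect at the top dose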
#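 AmpC (5.3 nM in the dispensed reagent) in 20 mM phosphate pH 7.0 with 0.01% (detergent screen) or 0.0001% Triton X-100 was preincubated with compounds for 15 min at room temperature. Nitrocefin was then added from an 800 uM solution, and hydrolysis was followed at 480 nm.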
# TbPYK inhibitor = blocks Trypanosoma brucei pyruvate kinase | Q57TT1 | TbPYK enzyme, Kinase-Glo Plus ATP luminescence, 45 min | Potency, µM (highest dose often 76.8 µM), inactives show at the top dose activity, negative = inhibition, usual class: inhibitors | 410,000 compounds, 0.12% hits | AID 624173; note: potency is the fitted concentration of half-maximal effect; nearly all actives have a fitted effect of over 50% in size
#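 T. brucei PYK with substrate was exposed to pin-transferred compounds across a concentration series, then started with 130 uM ADP (final). After 45 min at room temperature, Kinase-Glo Plus luminescence was read, normalized and curve-fitted.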
# Sm TGR block = inhibitors of Schistosoma mansoni thioredoxin glutathione reductase; Q962Y6; purified TGR, DTNB reduction, TNB absorbance 405 nm; Potency, µM (titrated, usually from 114 µM), for inactives: at the highest dose activity change, negative = inhibition, hits mostly inhibitors; 360,000 compounds, 3% hits; note: potency is the fitted concentration of half-maximal effect; nearly all actives have a fitted effect of over 60% in size
#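 First, TGR (20 nM dispensed) and NADPH were mixed with compound. Second, a 15 min room-temperature incubation followed. Third, further NADPH and then DTNB were added to start the reaction. Finally, TNB absorbance was monitored kinetically.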
# The depositor's hits bear a star; u = inconclusive; x = no result given; [ ] = dose if it differs, or a comment. Unless noted, calls come from the whole dose curve; as a rule, active = well fitted curve in the direction sought with a large enough effect; inconclusive = small, poorly fitted or top-dose-only effect, or another doubt; inactive = no such curve, though single readings can be large; an effect the other way counts as inactive or inconclusive. Unless noted, % is set by controls: 0 for no effect and ±100 for the full control effect. This is a random part of the collection (roughly 7.4% active in at least one column).
SMILES,AmpC detergent,LmPK inhibitor,HCMV inh,AMA1-RON2 inh,AmpC no deterg,TbPYK inhibitor,Sm TGR block
Cc1ccc(-c2noc(CN3CCN(Cc4ccccc4)CC3)n2)cc1,-1.9%,5.8%,x,-1.1%,104.9%[activator],1.8%,0.0%
COC(=O)C1CC(=O)c2ccsc2C1 (stereo not given),u,0.9%,11.1,20.4%,-16.5%,-2.7%,-0.1%
CCN1C(=O)N[C@H](c2ccc(Br)cc2)C(C(C)=O)=C1C,-23.7%,0.0%,-4.8,6.7%,-10.4%,-11.7%,u
Cc1cccc(Nc2cc(C)nc3nc(-c4ccccc4)nn23)c1,4.4%,x,-4.7,x,x,-1.2%,3.2%
COC(=O)c1ccc(/C=C/C(=O)c2ccc(OC)cc2)cc1,-4.3%,-0.5%,84.6,-0.7%,-13.3%,-4.3%,4.1%
CC(=O)NCc1ccc(C(=O)CCl)s1,-4.7%,-0.9%,-15.8,-3.1%,-29.2%,-1.6%,14.1µM*
O=C(/C=C/c1ccc2c(c1)OCO2)c1ccc(O)cc1O,x,x,34.9,-5.4%,x,-6.2%,x
COc1ccc(NC(=O)c2sccc2SCC#N)cc1,1.8%,-9.2%,105.2,-0.1%,4.47µM*,-2.1%,2.9%
CC#CC[N+](C)(C)CCCCCCCC,3.5%,-5.0%,6.3,8.5%,-22.3%,4.7%,7.1%
COc1ccccc1C(=O)C1CCCN(C(=O)c2snnc2C)C1 (stereo not given),-0.7%,-8.7%,-0.6,-11.5%,11.1%,-17.6%,6.8%
O=C(CCS(=O)(=O)c1cccc2nonc12)Nc1cccc2c1CCCC2,-5.5%,7.2%,4.7,-6.7%,-12.2%,1.7%,43.4%[activator]
COc1cc(S(=O)(=O)N(Cc2ccccc2)Cc2ccccn2)ccc1-n1cnnn1,-9.2%,6.3%,-8.6,-1.1%,32.0%,-9.6%,-23.1%
N#Cc1ccc(S(=O)(=O)N2CCC(Oc3cccc(C(F)(F)F)c3)CC2)cc1,12.8%,x,-18.6,x,x,1.1%,1.5%
Cc1c(C(=O)NCc2cccs2)sc(=O)n1Cc1ccc(S(=O)(=O)N(C)C)cc1,x,x,-8.5,-1.1%,x,-9.0%,x
Cc1ccc(S(=O)(=O)n2cnc3cc([N+](=O)[O-])ccc32)c(C)c1C,1.5%,2.8%,-21.2,-1.0%,-1.6%,0.1%,-19.3%
CC(C)(O[C@@H]1O[C@H](CO)[C@@H](O)[C@H](O)[C@H]1O)[C@H]1Cc2cc3ccc(=O)oc3cc2O1,-3.5%,-4.2%,-14.2,-1.1%,-1.5%,1.5%,2.3%
CCN1CCN(Cc2nc3c(c(=O)n(C)c(=O)n3C)n2CC(=O)c2ccccc2)CC1,-11.3%,-6.3%,-5.1,7.7%,1.58µM*,-4.3%,4.5%
O=C(CC1SC2=NCCN2C1=O)Nc1ccc(Br)cc1 (stereo not given),-6.9%,-1.4%,17.7,6.3%,-14.2%,-2.8%,2.1%
CC1CCc2noc(NC(=O)c3ccccc3[N+](=O)[O-])c2C1 (stereo not given),-7.0%,x,3.9,x,x,1.9%,-5.9%
NC(=O)C1Cc2ccccc2CN1C(=O)c1cccc(Oc2ccccc2)c1 (stereo not given),-6.1%,0.7%,-21.0,18.0%,27.7%,-4.7%,-10.2%
CSc1nnc(C2CCCN2)n1C (stereo not given),-6.1%,5.7%,-0.9,33.3%[activator],-23.6%,-22.7%,0.9%
COCCNC(=O)CSc1nc2ccccc2c(=O)n1CCCC(=O)NCc1ccccc1,-14.6%,0.3%,37.7,21.2%,-1.2%,-1.6%,2.0%
COc1ccc(NC(=O)CCC(=O)OCc2ccc([N+](=O)[O-])cc2)cc1,0.8%,-2.2%,33.3,2.8%,-12.1%,5.9%,0.6%
COc1cc(OC)cc(C(=O)NC2CCSC2=O)c1 (stereo not given),u,2.1%,-0.8,-5.3%,-20.1%,6.4%,-25.6%

# Part of the list above, set out differently:
structure	AmpC detergent	LmPK inhibitor	HCMV inh	AMA1-RON2 inh	AmpC no deterg	TbPYK inhibitor	Sm TGR block
O=C(/C=C/c1ccc2c(c1)OCO2)c1ccc(O)cc1O	x	x	34.9	-5.4%	x	-6.2%	x
COc1ccc(NC(=O)c2sccc2SCC#N)cc1	1.8%	-9.2%	105.2	-0.1%	4.47µM*	-2.1%	2.9%
CC#CC[N+](C)(C)CCCCCCCC	3.5%	-5.0%	6.3	8.5%	-22.3%	4.7%	7.1%
COc1ccccc1C(=O)C1CCCN(C(=O)c2snnc2C)C1 (stereo not given)	-0.7%	-8.7%	-0.6	-11.5%	11.1%	-17.6%	6.8%
O=C(CCS(=O)(=O)c1cccc2nonc12)Nc1cccc2c1CCCC2	-5.5%	7.2%	4.7	-6.7%	-12.2%	1.7%	43.4%[activator]
COc1cc(S(=O)(=O)N(Cc2ccccc2)Cc2ccccn2)ccc1-n1cnnn1	-9.2%	6.3%	-8.6	-1.1%	32.0%	-9.6%	-23.1%
N#Cc1ccc(S(=O)(=O)N2CCC(Oc3cccc(C(F)(F)F)c3)CC2)cc1	12.8%	x	-18.6	x	x	1.1%	1.5%
Cc1c(C(=O)NCc2cccs2)sc(=O)n1Cc1ccc(S(=O)(=O)N(C)C)cc1	x	x	-8.5	-1.1%	x	-9.0%	x
Cc1ccc(S(=O)(=O)n2cnc3cc([N+](=O)[O-])ccc32)c(C)c1C	1.5%	2.8%	-21.2	-1.0%	-1.6%	0.1%	-19.3%
CC(C)(O[C@@H]1O[C@H](CO)[C@@H](O)[C@H](O)[C@H]1O)[C@H]1Cc2cc3ccc(=O)oc3cc2O1	-3.5%	-4.2%	-14.2	-1.1%	-1.5%	1.5%	2.3%
CCN1CCN(Cc2nc3c(c(=O)n(C)c(=O)n3C)n2CC(=O)c2ccccc2)CC1	-11.3%	-6.3%	-5.1	7.7%	1.58µM*	-4.3%	4.5%
O=C(CC1SC2=NCCN2C1=O)Nc1ccc(Br)cc1 (stereo not given)	-6.9%	-1.4%	17.7	6.3%	-14.2%	-2.8%	2.1%
CC1CCc2noc(NC(=O)c3ccccc3[N+](=O)[O-])c2C1 (stereo not given)	-7.0%	x	3.9	x	x	1.9%	-5.9%
NC(=O)C1Cc2ccccc2CN1C(=O)c1cccc(Oc2ccccc2)c1 (stereo not given)	-6.1%	0.7%	-21.0	18.0%	27.7%	-4.7%	-10.2%
CSc1nnc(C2CCCN2)n1C (stereo not given)	-6.1%	5.7%	-0.9	33.3%[activator]	-23.6%	-22.7%	0.9%

# Additional results.
SMILES,AmpC detergent,LmPK inhibitor,HCMV inh,AMA1-RON2 inh,AmpC no deterg,TbPYK inhibitor,Sm TGR block
O=C(CC1CCCC1)Nc1cc(C(F)(F)F)ccc1-n1cncn1,-1.2%,x,-19.0,11.6%,-5.7%,0.7%,-4.1%
O=C(CN1C(=O)COc2ccc(S(=O)(=O)N3CCOCC3)cc21)NCc1ccccn1,-7.1%,-5.1%,-35.3,16.4%,-5.3%,3.5%,9.7%
O=C1C(Cl)=C(NC2CCCCC2)C(=O)N1c1ccc(Cl)cc1,-13.6%,-0.4%,84.1,36.5%[activator],-26.4%,1.5%,4.0%
Cc1occc1-c1nnc(SCC(=O)NC(=O)NC(C)C)n1N,-4.6%,3.7%,3.1,8.2%,0.0%,-0.7%,0.6%
O=C(N/N=C/c1ccccn1)c1cc(-c2ccc3ccccc3c2)n[nH]1,u,0.0%,-0.6,5.6%,-15.2%,-2.8%,-2.9%
Cc1c(Br)c([N+](=O)[O-])nn1C(C)C(=O)NCc1cccnc1 (stereo not given),u,-0.7%,-4.9,-0.3%,-16.1%,-4.5%,-0.2%
Cc1ccc2c(CC(=O)N(Cc3ccc(Cl)cc3)Cc3ccco3)coc2c1,-3.9%,x,118.7,x,x,1.9%,u
